ABHD4 inh: inhibitors of mouse ABHD4; 370,000 tested, 0.54% active; purified mABHD4, FP-Rh probe fluorescence polarization; inhibition, % at 8.92 µM;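 active = inhibition exceeding the mean over every tested compound plus 3 SD, cut at about 30% in these data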;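 note: 0% = plate median of compound wells and 100% = S159A mutant with DMSO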
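Material: mouse ABHD4 enzyme, wild type; Benchmarks: S159A mutant high control, sample median low control; Buffer or medium: HEPES pH 7.0, NaCl, Pluronic buffer; Signal: fluorescence polarization; Read-out: percent inhibition of probe binding, normalized to plate controls; Timing: pre-incubation 45 min, probe exposure 60 min, at 25 °C; Dosing: 8.92 µM, single dose.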
PG9 Ab binder: small molecules binding HIV-1 gp120 antibody PG9. AID 624416. 360,000 tested, 0.43% active. inhibition, % at 6.7 µM. TR-FRET gp120-PG9 antibody binding; in the data active = inhibition above about 8.5%
TCR-CD3 inh: blocks the human TCR-CD3 interaction. TAMRA-labeled TCR probe fluorescence, biochemical. AID 651800. 360,000 tested, 0.37% active. inhibition, % at 9.4 µM; in the data active = inhibition above about 19%;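 note: recombinant mutant TCR 2C K166C tagged with TAMRA read by polarization; 0% = receptor in buffer alone and 100% = receptor with positive control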
rCAG binder: r(CAG) repeat RNA binding | 370,000 tested, 1.3% active | inhibition, % at 3 µM | TO-PRO-1 dye displacement fluorescence;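 active = inhibition above the plate cutoff, the mean of all test compounds on that plate plus 3 SD, cut at about 35% in these data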;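 note: 0% = DMSO alone and 100% = 100 µM mitoxantrone as full dye displacement; higher means more dye released from RNA so lower well fluorescence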
SIAE primary: human SIAE inhibition, primary screen. SIAE FP-Rh probe binding, fluorescence polarization. 370,000 tested, 0.69% active. Q9HAT2. AID 1053197. inhibition, % at 9.66 µM;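 active = inhibition above a cutoff: mean of compounds within the control limits plus 3 SD of those, cut at about 17% in these data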;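 note: 0% = plate median of compound wells and 100% = probe without SIAE protein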
Target sequence (Q9HAT2 whole entry, looked up): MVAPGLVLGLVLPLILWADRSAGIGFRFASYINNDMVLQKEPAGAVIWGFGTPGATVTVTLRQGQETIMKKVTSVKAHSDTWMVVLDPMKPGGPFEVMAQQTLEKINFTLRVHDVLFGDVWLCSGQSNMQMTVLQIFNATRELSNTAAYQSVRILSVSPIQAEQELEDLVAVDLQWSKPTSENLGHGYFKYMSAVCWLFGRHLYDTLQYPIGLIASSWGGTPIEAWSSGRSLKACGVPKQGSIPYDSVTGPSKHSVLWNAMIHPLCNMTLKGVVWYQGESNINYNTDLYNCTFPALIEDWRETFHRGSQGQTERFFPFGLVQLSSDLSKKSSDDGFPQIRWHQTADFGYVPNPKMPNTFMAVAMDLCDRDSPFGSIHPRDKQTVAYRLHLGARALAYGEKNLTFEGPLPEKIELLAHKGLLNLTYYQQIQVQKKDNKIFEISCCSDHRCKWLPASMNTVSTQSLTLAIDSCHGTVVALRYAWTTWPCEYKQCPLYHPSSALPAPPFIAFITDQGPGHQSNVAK
HTRA1 inh: HTRA1 (human) protease inhibition; recombinant HTRA1, FP-rhodamine activity-based probe, fluorescence polarization; AID 504803; 340,000 tested, 0.5% active; inhibition, % at 5.96 µM; in the data active = inhibition above about 36%;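 note: 0% = enzyme with DMSO and 100% = wells lacking enzyme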
PRMT1 inh: inhibitors of human PRMT1. 370,000 tested, 1.3% active. inhibition, % at 2.79 µM. Q99873. recombinant PRMT1, activity-based probe fluorescence polarization;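 active = inhibition above about 21% made by adding two undisclosed values, limit read from the data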
Target sequence (Q99873 whole entry, looked up): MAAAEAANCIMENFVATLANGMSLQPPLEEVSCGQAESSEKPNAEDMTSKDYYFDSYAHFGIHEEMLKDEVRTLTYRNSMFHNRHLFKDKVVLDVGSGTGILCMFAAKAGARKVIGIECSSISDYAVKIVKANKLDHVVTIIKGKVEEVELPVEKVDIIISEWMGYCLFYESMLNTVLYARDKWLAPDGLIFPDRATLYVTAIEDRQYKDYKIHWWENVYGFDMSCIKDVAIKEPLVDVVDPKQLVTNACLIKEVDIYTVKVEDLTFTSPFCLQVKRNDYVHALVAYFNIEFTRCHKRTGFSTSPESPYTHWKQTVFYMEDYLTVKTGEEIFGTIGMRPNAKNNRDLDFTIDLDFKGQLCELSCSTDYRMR
LEDGF integ inh: blocks HIV-1 LEDGF/p75-dependent DNA integration | TR-FRET IN-LEDGF/p75 DNA integration, Eu/Cy5 | 370,000 tested, 0.64% active | inhibition, % at 3.7 µM | AID 743269;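 active = inhibition above the screen-wide mean plus 3 SD, cut at about 13% in these data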;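 note: signal is the Cy5 over europium emission ratio at 671 and 618 nm; 0% = plate median of compound wells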
TDP2 inh: blocks human TDP2 phosphodiesterase activity | inhibition, % at 12.8 µM | O95551 | 370,000 tested, 0.34% active | recombinant TDP2, T5PNP hydrolysis, p-nitrophenol absorbance 415 nm | AID 720702;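 active = inhibition above the mean of all tested compounds plus 3 SD, set per campaign, cut at about 25% in these data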;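 note: 0% = DMSO with enzyme and 100% = buffer with substrate but no TDP2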
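Test system: human TDP2 enzyme; Input: 120 nM TDP2 per well; Buffer or medium: Mg2+-containing Tris-HCl buffer, pH 7.5; Reagent: 5 mM T5PNP; Dosing: 12.8 µM single point, 1% DMSO; Incubation: reaction 2 h, 37 °C; Detection: p-Nitrophenol epi absorbance; Read-out: % inhibition relative to enzyme-containing and enzyme-free wells; Replicates: single well per compound.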
Rev-erbA mod: modulates human Rev-erb alpha binding to DNA. Rev-erbα–FITC-DNA binding, fluorescence polarization, 90 min. P20393. 370,000 tested, 0.79% active. activity, % at 10 µM;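 active = activity above about 14%, limit read from the data; passing the limit was not always enough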;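 note: 0% = DMSO wells with 35 nM protein and 100% = DMSO wells with 750 nM protein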
* hit, by the source's call; nt = not tested or not shown; & = joins results of further samples. The list is partial (hit frequency here may not be typical).

1: O=C1OCCN1CCN(CN1C(=O)CCC1=O)CN1C(=O)CCC1=O
2: CC(C)C(OC(=O)C1=Cc2ccccc2OC1)C(=O)NCC1CCCO1 (configuration not stated)
3: COc1ccc(C)cc1S(=O)(=O)N(CC(=O)O)c1ccc(C)cc1
4: CC(C)CCNC(=O)NC(=O)COC(=O)CNC(=O)C1CCCCC1
5: Cc1cccc(OCC(=O)N2CCN(c3nnc(-c4ccccc4)c4ccccc34)CC2)c1
6: COc1cccc(NC(=O)COC(=O)C2=NN(c3ccccc3)C(=O)CC2)c1
7: O=C1c2ccccc2S(=O)(=O)c2cc(C(=O)N3CCN(c4ccccc4)CC3)ccc21
8: COc1cccc(NC(=O)C(C)(C)C)c1

entry no. | 1 | 2 | 3 | 4 | 5 | 6 | 7 | 8
ABHD4 inh | 4 | 21 | 2 | 1 | -7 | 5 | -5 | 6
PG9 Ab binder | 0.4 | 0.9 | 1.7 | -1.0 | -1.9 | 0.4 | -0.5 | 0.2
TCR-CD3 inh | 5 | 1 | 4 | 0 | 5 | 5 | 6 | -1
rCAG binder | 0 | 35* | 5 | -9 | -5 | 5 | 1 | 0
SIAE primary | -3 | 10 | 2 | 4 | -1 | 3 | 7 | -2
HTRA1 inh | -6 | 0 | 1 | -6 | -19 | 2 | 11 | -4
PRMT1 inh | -1 | 12 | -2 | -7 | -4 | -1 | 1 | -1
LEDGF integ inh | -1 | 9 | 0 | 8 | 0 | -1 | -1 | -1
TDP2 inh | -5 | 2 | 4 | 2 | 0 | -4 | -2 | 5
Rev-erbA mod | -2 | -6 | -1 | -3 | 0 | 0 | 0 | 0

9: Cc1cccc(NC(=O)c2ccc(Cl)c(S(=O)(=O)N3CCCC3)c2)n1
10: CC1CCN(C(=O)Cn2c(=O)n(-c3ccc(F)cc3)c(=O)c3sccc32)CC1
11: Cc1ccc(S(=O)(=O)n2cccc2CO)cc1
12: COc1ccc(Cn2c(=O)[nH]c3cc(C(=O)N4CCN(Cc5ccccc5)CC4)ccc3c2=O)cc1
13: Cc1ccc(C)c(NC(=O)CSc2nnc(CNC(=O)c3ccco3)n2C)c1
14: Cc1ccc(CN2CC(C(=O)N3CCN(S(=O)(=O)c4c(F)cccc4F)CC3)CC2=O)cc1 (configuration not stated)
15: Cc1ccc(N2C(=O)c3ccc(N)cc3C2=O)cc1C
16: NCCc1cnc[nH]1

entry no. | 9 | 10 | 11 | 12 | 13 | 14 | 15 | 16
ABHD4 inh | -8 | -3 | -5 | 1 | 1 | -5 | 11 | -1&2
PG9 Ab binder | -3.0 | -0.1 | 1.7 | 0.2 | -1.0 | -1.2 | -0.7 | -1.6&0.7
TCR-CD3 inh | 9 | -1 | 6 | -2 | 7 | 3 | -11 | -2&-10
rCAG binder | -1 | -5 | 0 | -1 | 0 | -1 | 1 | 0&-1
SIAE primary | -14 | -10 | 2 | -9 | 0 | -8 | -2 | 0&-7
HTRA1 inh | -6 | 1 | -9 | -9 | 8 | 3 | -9 | 5&5
PRMT1 inh | 1 | -2 | -1 | -2 | -1 | -1 | 7 | -6&3
LEDGF integ inh | 2 | 1 | -1 | 1 | -3 | 7 | 0 | -1&-1
TDP2 inh | -20 | 1 | 8 | -1 | 13 | 5 | 2 | -1&-6
Rev-erbA mod | 4 | -1 | -3 | 2 | 5 | 7 | -2 | 1&2&8

17: OC1(CNCc2cn[nH]c2-c2cc3ccccc3o2)CCCCC1
18: O=S1(=O)c2ccc(Br)cc2OC[C@@H](Cc2ccccc2)N1Cc1cn(Cc2ccc(C(F)(F)F)cc2)nn1
19: Cn1c(=O)c2c(nc(CN3CCc4ccccc4C3)n2Cc2ccccc2)n(C)c1=O
20: O=C(COc1ccc(S(=O)(=O)N2CCOCC2)cc1)NC1CCCC1
21: O=c1oc(-c2cc3ccccc3o2)nc2sc3c(c12)CCCC3
22: Cn1c(=O)c2[nH]c(NN=Cc3ccccc3)nc2n(C)c1=O
23: COc1ccc(Cc2nnc(SCC(=O)c3cccc([N+](=O)[O-])c3)n2C)cc1
24: CCCOc1nc(SCCC)nc2c1cnn2-c1ccccc1

entry no. | 17 | 18 | 19 | 20 | 21 | 22 | 23 | 24
ABHD4 inh | -2 | -2 | -3 | 5 | 7 | 6 | 0 | -1
PG9 Ab binder | 0.7 | nt | 0.4 | -0.9 | -1.4 | -1.9 | -1.6 | -0.4
TCR-CD3 inh | -4 | nt | 0 | -2 | 3 | -1 | 3 | 3
rCAG binder | 5 | 5 | 9 | -5 | 3 | 2 | 2 | 0
SIAE primary | -6 | 3 | -8 | -4 | -1 | 3 | -7 | -6
HTRA1 inh | -5 | nt | -9 | -5 | 1 | 4 | 2 | -6
PRMT1 inh | 3 | -1 | 0 | -2 | 0 | 3 | -2 | 6
LEDGF integ inh | -2 | -4 | 1 | -2 | -2 | -1 | -1 | 0
TDP2 inh | -5 | -2 | -6 | 7 | 8 | 3 | 9 | 7
Rev-erbA mod | -4 | -9 | 2 | -4 | 6 | -1 | nt | 2

25: CC1=CCC2C(=O)N(C(C)c3ccccc3)C(=O)C2C1 (configuration not stated)
26: O=C(OCc1nc2scc(-c3ccccc3)c2c(=O)[nH]1)c1cccc([N+](=O)[O-])c1
27: Cc1c(NC(=O)[C@@H](NC(=O)c2ccc(Cl)c([N+](=O)[O-])c2)C(C)C)c(=O)n(-c2ccccc2)n1C
28: CCOc1ccc2nc(SCC(=O)NC(=O)NCc3ccco3)sc2c1
29: Cc1ccc(C)c(/C=C2\N=C(c3ccccc3F)OC2=O)c1
30: Cc1ccc2[nH]c(C(=O)O)c(-c3ccccc3)c2c1
31: COc1ccc(C2c3cc(OC)c(OC)cc3CC3C(=O)OCC32)cc1OC (configuration not stated)
32: CCOC(=O)C1=C(COC(=O)CCC(=O)c2ccc(C)cc2)NC(=O)NC1C (configuration not stated)

entry no. | 25 | 26 | 27 | 28 | 29 | 30 | 31 | 32
ABHD4 inh | 3 | -11 | 6 | -20 | -5 | 3 | 6 | 0
PG9 Ab binder | -3.2 | 1.8 | -1.3 | 0.6 | -1.1 | -0.8 | 0.4 | 0.7
TCR-CD3 inh | 2 | -3 | 4 | 5 | 2 | 2 | -3 | 1
rCAG binder | 0 | 12 | 10 | 5 | 1 | 14 | -1 | 0
SIAE primary | 4 | -3 | 0 | -13 | 2 | 6 | -3 | 0
HTRA1 inh | 0 | -2 | -12 | -32 | 10 | -2 | -2 | -1
PRMT1 inh | 0 | 0 | -2 | 6 | -3 | 2 | 3 | 4
LEDGF integ inh | -3 | 0 | -1 | 1 | 2 | -2 | -5 | -5
TDP2 inh | -6 | 4 | -10 | -10 | 9 | -11 | 1 | 6
Rev-erbA mod | -5 | -1 | 2 | 4 | 2 | -2 | -3 | 0

33: C=CCN(C(=O)Nc1ccc2oc(C)nc2c1)c1ccccc1
34: C/C(=N/NC(=O)CNC(=O)c1cccs1)c1ccco1
35: CC1CC(C)CN(C(=O)c2cc3ccccc3o2)C1 (configuration not stated)
36: c1ccc(NCC2OCc3ccccc3CO2)cc1
37: Cc1cc(=O)[nH]c(N2CCCC2)n1
38: Cc1nc(SCc2ccccc2)[nH]c(=O)c1CC(=O)OCC(C)C
39: Cc1cnc(C(=O)OCC(=O)N2CCc3ccccc3C2)cn1
40: Cc1cc2nc(C3CCCCC3)c(Cc3ccsc3)n2c(C)c1Br

entry no. | 33 | 34 | 35 | 36 | 37 | 38 | 39 | 40
ABHD4 inh | 11 | 0 | -4 | 5 | -12 | 5 | -3 | -1
PG9 Ab binder | -0.2 | 1.1 | 0.1 | 0.9 | -2.6 | -0.8 | 0.5 | -0.9
TCR-CD3 inh | 7 | 2 | 2 | 3 | 1 | 4 | 2 | -12
rCAG binder | -2 | 0 | -8 | 3 | 1 | -1 | 0 | 6
SIAE primary | 5 | 1 | -2 | 6 | -13 | 15 | 5 | -6
HTRA1 inh | 6 | 4 | -5 | 2 | -1 | 0 | -8 | nt
PRMT1 inh | 14 | -8 | -3 | -2 | -5 | -1 | 1 | 1
LEDGF integ inh | 7 | 3 | 1 | 0 | 0 | -3 | 0 | -8
TDP2 inh | 15 | 3 | 4 | -5 | -22 | 4 | 11 | -7
Rev-erbA mod | -4 | 2 | -3 | -1 | 2 | -4 | 1 | 1

41: CN(CC(=O)Nc1c(Cl)cccc1Cl)CC(=O)N(C)C1(C#N)CCCCC1
42: O=C(CSc1nc2ncc(Cl)cc2[nH]1)c1c[nH]c2ccccc12
43: C=C(c1ccccc1)c1ccccc1N
44: Nc1ccc(-c2sc(N)nc2-c2ccccc2)cc1
45: CN(c1ccc(C(=O)Nc2cccnc2)cc1)S(C)(=O)=O
46: CCOc1cc(/C=C2\SC(=N)N(c3nonc3N)C2=O)ccc1OCCN1CCOCC1
47: COC(=O)C1=C(C)N(Cc2ccccc2)C(=O)N[C@H]1c1ccc(Br)cc1
48: COc1ccc(/C=C/C(=O)NC(=S)Nc2ccc(S(N)(=O)=O)cc2)cc1OC

entry no. | 41 | 42 | 43 | 44 | 45 | 46 | 47 | 48
ABHD4 inh | 4 | -54 | 1 | 7 | 0 | -2 | -11 | -4
PG9 Ab binder | -0.4 | 35* | 1.2 | -4.2 | -3.1 | -5.1 | -4.0 | -3.0
TCR-CD3 inh | 3 | 2 | -6 | 2 | -1 | -1 | -5 | 1
rCAG binder | 1 | 19 | -5 | 2 | 1 | 40* | -3 | 11
SIAE primary | 5 | -32 | -1 | 7 | -3 | -31 | -4 | -8
HTRA1 inh | 5 | -45 | -3 | 17 | 6 | -10 | -14 | -8
PRMT1 inh | 1 | -4 | -2 | 0 | 1 | 2 | -2 | -5
LEDGF integ inh | 3 | -10 | -1 | -4 | 0 | 5 | -1 | 0
TDP2 inh | 9 | 9 | 1 | 1 | -12 | -10 | -8 | 13
Rev-erbA mod | 2 | 23* | 1 | 4 | -4 | 11 | 11 | -1

Overlap with the part before: three compounds, followed by the next part.
46: CCOc1cc(/C=C2\SC(=N)N(c3nonc3N)C2=O)ccc1OCCN1CCOCC1
47: COC(=O)C1=C(C)N(Cc2ccccc2)C(=O)N[C@H]1c1ccc(Br)cc1
48: COc1ccc(/C=C/C(=O)NC(=S)Nc2ccc(S(N)(=O)=O)cc2)cc1OC
49: S=c1[nH]nc(COc2ccccc2)n1/N=C/c1cccnc1
50: CS(=O)(=O)N(CC(=O)NCCSC1CCCCC1)c1ccccc1
51: Cc1ccc(NC(=O)COc2coc(CN3CCc4ccccc4C3)cc2=O)c(C)c1
52: CC1CCCC(C)N1C(=S)SCC(=O)O (configuration not stated)

entry no. | 46 | 47 | 48 | 49 | 50 | 51 | 52
ABHD4 inh | -2 | -11 | -4 | 4 | -4 | 5 | 3
PG9 Ab binder | -5.1 | -4.0 | -3.0 | 0.4 | 0.8 | 1.1 | -0.4
TCR-CD3 inh | -1 | -5 | 1 | 1 | 6 | 9 | 0
rCAG binder | 40* | -3 | 11 | 1 | -7 | -6 | 1
SIAE primary | -31 | -4 | -8 | 6 | -6 | 0 | 0
HTRA1 inh | -10 | -14 | -8 | 4 | -5 | -5 | 7
PRMT1 inh | 2 | -2 | -5 | -5 | -1 | -1 | 1
LEDGF integ inh | 5 | -1 | 0 | -1 | -3 | 7 | -2
TDP2 inh | -10 | -8 | 13 | 2 | 9 | 6 | 13
Rev-erbA mod | 11 | 11 | -1 | -4 | -6 | -1 | -4

Source: PubChem BioAssay
